# Screening data from PubChem BioAssay.
# IMP-1 inh: inhibitors of Pseudomonas aeruginosa IMP-1 metallo-beta-lactamase; purified IMP-1, nitrocefin hydrolysis, epi-absorbance fluorescence; hit rate 0.45% among 290,000; inhibition, % at 5.6 µM;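 active = inhibition above the mean plus 3 SD of all compounds in the same screening run, cut at about 4.5% in these data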;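 note: 0% = IMP-1 with DMSO and 100% = DMSO wells lacking enzyme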
#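 Material – recombinant IMP-1 enzyme, purified · Amount – IMP-1 0.2 nM before substrate addition · Medium – HEPES buffer pH 7.1 with ZnSO4 and Brij 35 · Timing – 25 °C, 15 min preincubation, 25 min reaction · Measured by – plate fluorescence quenching by hydrolysis product, ex 480/em 530 nm · Read-out – percent enzyme inhibition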
# GPR7 antag: blocks human GPR7 receptor signaling; inhibition, % at 4.4 µM; AID 1861; GPR7-expressing cells, fluorescence antagonist assay; P48145; hit rate 1.1% among 290,000; in the data active = inhibition above about 16%, passing the limit was not always enough;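 note: cells stimulated with the agonist NPW; 0% = agonist with vehicle and 100% = vehicle without agonist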
# Target sequence (P48145 whole entry, looked up): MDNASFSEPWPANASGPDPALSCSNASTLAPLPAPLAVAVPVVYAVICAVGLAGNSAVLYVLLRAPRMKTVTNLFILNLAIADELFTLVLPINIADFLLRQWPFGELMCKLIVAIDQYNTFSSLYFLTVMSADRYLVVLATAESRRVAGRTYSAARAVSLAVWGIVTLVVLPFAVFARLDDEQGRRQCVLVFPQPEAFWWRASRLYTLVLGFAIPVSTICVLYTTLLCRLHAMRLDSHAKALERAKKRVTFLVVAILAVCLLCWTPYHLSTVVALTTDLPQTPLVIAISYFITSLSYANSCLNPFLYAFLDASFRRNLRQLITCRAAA
# PfM18AAP inh: PfM18AAP enzyme inhibition | recombinant PfM18AAP, H-Glu-NHMec fluorogenic cleavage | hit rate 1.2% among 290,000 | inhibition, % at 7.35 µM;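 active = inhibition above the campaign mean inhibition over all tested compounds plus 3 SD, cut at about 28% in these data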;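 note: 0% = plate median of test compound wells and 100% = 2 mM ZnCl2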
# IDE act: boosts human insulin-degrading enzyme activity in HEK cells; P14735; FAbeta-B cleavage, fluorescence polarization; 0% vehicle, 100% cell-free pure enzyme wells; activation, % at 5.96 µM; hit rate 0.073% among 340,000; AID 493087;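 active = activation above the mean of all tested compounds plus 3 SD, set per screening campaign, cut at about 17% in these data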
# p-CIP stab down: compounds decreasing mouse p/CIP protein stability | hit rate 0.01% among 290,000 | decrease of EGFP signal, % at 10 µM | F442A p/CIP-EGFP cells, EGFP fluorescence, 16 h | Q05BA5;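 active = EGFP signal decrease of at least 30% at 10 µM or well 3 SD below plate mean, unless failing retest; inactive = the rest, including hits failing retest or dose response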; note: some compounds called inactive have numbers as strong as hits; many of its hits are not listed in these tables
# PHOSPHO1 block: inhibitors of human PHOSPHO1 phosphatase; recombinant PHOSPHO1, absorbance phosphatase assay; AID 1565; hit rate 1.1% among 290,000; inhibition, % at 13.3 µM; Q8TCT1; in the data active = inhibition above about 60%
# Target sequence (Q8TCT1 whole entry, looked up): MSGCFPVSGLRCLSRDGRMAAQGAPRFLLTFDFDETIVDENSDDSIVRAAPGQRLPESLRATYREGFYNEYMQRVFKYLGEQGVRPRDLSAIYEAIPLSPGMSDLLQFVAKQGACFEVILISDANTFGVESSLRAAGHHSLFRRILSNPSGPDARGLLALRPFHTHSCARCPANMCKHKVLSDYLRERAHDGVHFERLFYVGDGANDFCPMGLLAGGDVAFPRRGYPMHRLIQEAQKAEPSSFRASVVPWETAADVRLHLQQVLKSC
# IDE inh: cellular human IDE inhibition | hit rate 0.41% among 320,000 | HEK cells, FAbetaB cleavage, fluorescence polarization | inhibition, % at 5.59 µM | AID 434962;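 active = percent inhibition above the average of all tested compounds plus 3 SD, set per screening campaign, cut at about 16% in these data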;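 note: IDE supplied by intact live HEK cells; FP after avidin binding of uncleaved biotin substrate so inhibition keeps polarization high; 0% = DMSO wells and 100% = 60 µM reference IDE inhibitor Ii1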
# VIM-2 inh: blocks Pseudomonas aeruginosa VIM-2 metallo-beta-lactamase; purified VIM-2, nitrocefin hydrolysis, epi-absorbance fluorescence; inhibition, % at 5.6 µM; hit rate 0.89% among 290,000;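 active = inhibition above the mean of all tested compounds plus 3 SD, cutoff set per screening run, cut at about 7.5% in these data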;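 note: red hydrolysis product quenches plate fluorescence so inhibitors raise well fluorescence; 0% = enzyme with DMSO and 100% = DMSO without enzyme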
# NALP1 inh: blocks the NALP1 inflammasome reconstituted in yeast. S. cerevisiae NALP1/ASC/caspase-1 growth, X-gal OD620, 72 h. inhibition, % at 10 µM. hit rate 0.61% among 280,000; in the data active = inhibition mostly above about 24%, no sharp cut-off; inactive = mostly below about 32%; note: some compounds called inactive have numbers as strong as hits
# Active calls of the source: *; nt = no result given; & = joins results of further samples. Some of the compounds tested; the hit share may differ from the screen's.
entry | IMP-1 inh | GPR7 antag | PfM18AAP inh | IDE act | p-CIP stab down | PHOSPHO1 block | IDE inh | VIM-2 inh | Structure | NALP1 inh
1 | -3.5 | -5.2 | -8.1 | 4.1 | 3.3 | -3.8 | 0.9 | -1.1 | Cc1oncc1C(=O)Nc1ccc(C(F)(F)F)cc1 | 9.9
2 | -2.0&-1.9 | 5.2&-9.1 | 2.6&2.2 | 3.6&3.7&5.6 | 11.7&-11.8 | -6.3&43.7 | -0.5&2.3 | -0.7&-0.9 | CN1CCC(=C2c3ccccc3CC(=O)c3sccc32)CC1 | 20.8&6.9
3 | -2.1&0.7 | -7.4&2.5 | 7.1&6.7 | -0.8 | -6.1&-2.9 | -5.8&31.7 | -2.7&-0.2 | -0.8&6.0 | CN1CCN(c2c(F)cc3c(=O)c(C(=O)O)cn4c3c2SCC4)CC1 | 3.2&1.4
4 | -1.8 | -7.6 | -2.3 | -5.5 | -9.1 | -13.6 | -3.0 | -2.0 | O=C(NCCN1CCOCC1)c1ccc(Cl)cc1 | -3.7
5 | 0.2 | 4.8 | 2.9 | 5.0 | 3.2 | 3.5 | -2.5 | 0.5 | O=C(O)CCCCCCCC(=O)O | 14.2
6 | -0.8 | 5.8 | 1.3 | 2.4 | -2.8 | -11.9 | 4.2 | -1.2 | CCOc1ccc(NC(=S)N2CCC(C(O)(c3ccccc3)c3ccccc3)CC2)cc1 | 12.5
7 | -3.2 | -10.2 | -3.2 | 0.1 | -2.7 | 1.1 | -1.2 | 0.8 | CCCCOC(=O)c1ccc(N)cc1 | 20.8
8 | -0.7 | -0.7 | -2.5 | nt | -9.9 | 15.8 | -0.9 | -0.2 | C[C@@H]1C[C@H]2[C@@H]3C[C@H](F)C4=CC(=O)C(Cl)=C[C@]4(C)[C@@]3(F)[C@@H](O)C[C@]2(C)[C@@]1(O)C(=O)CO | 8.3

# One compound at a time (already shown):
# `C[C@@H]1C[C@H]2[C@@H]3C[C@H](F)C4=CC(=O)C(Cl)=C[C@]4(C)[C@@]3(F)[C@@H](O)C[C@]2(C)[C@@]1(O)C(=O)CO` as listed: IMP-1 inh: -0.7; GPR7 antag: -0.7; PfM18AAP inh: -2.5; IDE act: nt; p-CIP stab down: -9.9; PHOSPHO1 block: 15.8; IDE inh: -0.9; VIM-2 inh: -0.2; NALP1 inh: 8.3
# `CCCCOC(=O)c1ccc(N)cc1` as listed: IMP-1 inh: -3.2; GPR7 antag: -10.2; PfM18AAP inh: -3.2; IDE act: 0.1; p-CIP stab down: -2.7; PHOSPHO1 block: 1.1; IDE inh: -1.2; VIM-2 inh: 0.8; NALP1 inh: 20.8

# Later entries:
entry | IMP-1 inh | GPR7 antag | PfM18AAP inh | IDE act | p-CIP stab down | PHOSPHO1 block | IDE inh | VIM-2 inh | Structure | NALP1 inh
9 | -3.3 | -17.9 | 1.8 | -0.9 | -9.5 | -1.4 | -0.2 | -4.5 | OCC(O)CN1CCN(c2ccccc2)CC1 (stereo not given) | 9.2
10 | -0.3 | -3.5 | -8.1 | 5.0 | -20.9 | 24.6 | 3.7 | -1.1 | CCC12CCCN3CCc4c(n(c5ccccc45)C(O)(C(=O)OC)C1)C32 (stereo not given) | 6.4
11 | -1.1 | -5.8 | -2.6 | 8.9 | 9.1 | 13.9 | 2.1 | -3.3 | COc1ccc(S(=O)(=O)Nc2nnc(CC(C)C)s2)cc1 | 3.7
12 | 0.1 | -5.6 | -0.9 | 7.4 | -22.9 | -1.3 | 2.7 | -1.7 | COc1cc(NC(=O)c2cc(C3CC3)on2)c(OC)cc1Cl | 3.5
13 | -3.5 | -10.6 | -2.8 | 0.0 | 2.6 | -3.8 | -0.7 | -1.5 | CN(C)CCOC(=O)C(c1ccccc1)C1(O)CCCC1 (stereo not given) | 19.9
14 | -1.8 | -7.3 | 5.7 | 4.8 | -6.6 | 13.3 | 2.7&3.2 | -2.0 | CCCN(CCC)C(=O)C(CCC(=O)O)NC(=O)c1ccccc1 (stereo not given) | 15.0
15 | -0.3 | 5.9 | 2.1 | nt | 1.4 | -28.1 | -0.6 | -0.5 | CC(=O)O[C@@]12CO[C@@H]1C[C@H](O)[C@@]1(C)C(=O)[C@H](O)C3=C(C)[C@@H](OC(=O)[C@H](O)[C@@H](NC(=O)OC(C)(C)C)c4ccccc4)C[C@](O)([C@@H](OC(=O)c4ccccc4)[C@H]21)C3(C)C | 8.8
16 | 4.8* | -4.4 | 10.6 | -0.2 | 3.1 | -15.0 | 3.7 | 7.6 | CCCc1cc(C(N)=S)ccn1 | -18.8
17 | -1.9 | -10.4 | -0.6 | nt | -22.7 | 39.7 | -0.6 | -2.3 | CN(CCOc1ccc(NS(C)(=O)=O)cc1)CCc1ccc(NS(C)(=O)=O)cc1 | -10.2
18 | -2.4&1.0&-1.4 | -12.5&9.5&-12.1 | 1.0&10.4&2.7 | 3.4 | -14.3&-4.8 | 6.0&-4.2 | -2.4 | -1.2&1.2&-1.3 | O=C1CCc2cc(OCCCCc3nnnn3C3CCCCC3)ccc2N1 | 13.5&-3.3
19 | -2.5 | 4.6 | -4.8 | 1.0 | -2.2 | 17.6 | -0.8 | -4.0 | COc1ccc(Sc2ccc(NC(=O)c3ccccc3Cl)cc2C#N)cc1 | -9.3
20 | nt | nt | nt | -3.0 | 1.2 | 17.7 | -1.7 | nt | C/C=C(/C)C(=O)O[C@@H]1c2cc3c(c4c2[C@@]2(CO4)C(=O)C(OC)=C(OC)C=C2C[C@@H](C)[C@H]1C)OCO3 | 7.1
21 | -1.6 | -11.0 | 1.8 | 4.8 | -8.3 | 28.7 | 2.8 | -0.3 | CCN(CC)S(=O)(=O)c1ccc(C(=O)O)cc1 | 4.6
22 | -3.2 | -13.3 | 2.5 | 2.1 | -5.0 | 32.6 | -2.4 | -2.6 | COc1c(O)cc2c(c1O)[C@@H]1O[C@H](CO)[C@@H](O)[C@H](O)[C@H]1OC2=O | 4.0
23 | -3.2 | -2.3 | 2.1 | 0.3 | -10.1 | 13.3 | 7.0 | -2.8 | CCN(CC)CCOC(=O)C(c1ccccc1)c1ccccc1 | 15.4
24 | -4.0 | -21.9 | 79.5* | -10.6 | 4.6 | 43.7 | 7.3 | -4.4 | Oc1cc2c(cc1O)C1c3ccc(O)c(O)c3OCC1(O)C2 (stereo not given) | -13.9

# Reformatted with bars between the fields: entries from further up
entry | structure | IMP-1 inh | GPR7 antag | PfM18AAP inh | IDE act | p-CIP stab down | PHOSPHO1 block | IDE inh | VIM-2 inh | NALP1 inh
23 | CCN(CC)CCOC(=O)C(c1ccccc1)c1ccccc1 | -3.2 | -2.3 | 2.1 | 0.3 | -10.1 | 13.3 | 7.0 | -2.8 | 15.4
20 | C/C=C(/C)C(=O)O[C@@H]1c2cc3c(c4c2[C@@]2(CO4)C(=O)C(OC)=C(OC)C=C2C[C@@H](C)[C@H]1C)OCO3 | nt | nt | nt | -3.0 | 1.2 | 17.7 | -1.7 | nt | 7.1
19 | COc1ccc(Sc2ccc(NC(=O)c3ccccc3Cl)cc2C#N)cc1 | -2.5 | 4.6 | -4.8 | 1.0 | -2.2 | 17.6 | -0.8 | -4.0 | -9.3
18 | O=C1CCc2cc(OCCCCc3nnnn3C3CCCCC3)ccc2N1 | -2.4&1.0&-1.4 | -12.5&9.5&-12.1 | 1.0&10.4&2.7 | 3.4 | -14.3&-4.8 | 6.0&-4.2 | -2.4 | -1.2&1.2&-1.3 | 13.5&-3.3

# Remaining list, next part:
entry | IMP-1 inh | GPR7 antag | PfM18AAP inh | IDE act | p-CIP stab down | PHOSPHO1 block | IDE inh | VIM-2 inh | Structure | NALP1 inh
25 | -3.7 | 6.9 | 0.4 | -2.3 | 2.9 | 6.0 | -0.6 | -2.6 | C[C@]12CC[C@H]3C(=CCc4cc(O)ccc43)[C@@H]1CCC2=O | 13.9
26 | -2.4 | -4.6 | 2.2 | 5.0&4.9&0.1 | -3.3 | -6.3 | 3.4&1.8 | -1.5 | Cc1ccsc1/C=C/C1=NCCCN1C | 23.2
27 | 0.1 | -9.2 | 5.1 | 6.0 | -12.4 | -7.4 | 2.2 | -1.1 | COc1cc(C(=O)NCCCCCC(=O)O)cc(OC)c1OC | 9.7
28 | -0.6 | -11.7 | 1.7 | 9.0 | 7.5 | 37.8 | 5.0 | -0.6 | O=C(c1ccccc1)c1ccc2n1CCC2C(=O)O (stereo not given) | 19.9
29 | nt | nt | nt | 7.8 | -7.8 | -0.6 | 12.0 | nt | C[C@H]1c2cccc(O)c2C(O)=C2C(=O)[C@]3(O)C(O)=C(C(N)=O)C(=O)[C@@H](N(C)C)[C@@H]3[C@@H](O)[C@@H]21 | -14.7
30 | -2.5 | -16.6 | -3.9 | 5.8 | -3.4 | -1.4 | -1.4 | -3.8 | COc1cc(C)nc(-n2nc(C)cc2OC)n1 | 26.3
31 | nt | nt | nt | 1.4 | -7.1 | 30.9 | 3.8 | nt | COc1cc2c(c(OC)c1OC)-c1c(cc(OC)c(OC)c1OC)C[C@H](C)[C@H](C)C2 | 1.6
32 | -0.3&-0.8 | -12.9&18.6 | 4.1&-1.8 | 1.3&7.0 | -0.9 | 31.7 | 5.7&0.4 | 0.8&-0.8 | C#C[C@]1(O)CC[C@H]2[C@@H]3CCC4=CC(=O)CC[C@@H]4[C@H]3CC[C@@]21CC | 4.8
33 | -1.8 | -13.3 | 2.8 | nt | -5.8 | -0.8 | 4.6 | -2.6 | CN=C(N)NC(=O)Nc1c(C)cccc1C | 6.8
34 | -3.3&-3.8 | 8.8&-3.0 | 4.9&-7.5 | 6.2&4.3 | 9.2&-5.9 | 3.5&40.4 | -0.5 | -3.1&-3.9 | CCOC(=O)Nc1ccc2c(c1)N(C(=O)CCN1CCOCC1)c1ccccc1S2 | 11.6&13.3
35 | 0.2 | -15.4 | 6.7 | nt | -16.1 | -20.9 | nt | -2.1 | Cc1cc(O)c2c(c1)C(=O)c1cccc(O)c1C2=O | 23.8
36 | 0.0 | 3.3 | 1.9 | 0.8 | 2.6 | 6.0 | 6.5 | -1.0 | CC1(C)Oc2ccc(C#N)cc2[C@@H](N2CCCC2=O)[C@@H]1O | 21.5
